SKN-1 inh: inhibitors of C. elegans SKN-1. C. elegans VP596 Pgst-4::GFP/RFP ratio, acrylamide-induced, 24 h. inhibition, % at 21.8 µM. 360,000 tested, 0.49% active;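 active = interference check ratio from 0.5 to 1.5 plus GFP to RFP signal ratio inhibition reaching or exceeding a fixed threshold, cut at about 30% in these data, passing the limit was not always enough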; also: some compounds called inactive have numbers as strong as hits
NRP1-CendR mod: modulators of CendR peptide binding to human neuropilin-1; O14786; FAM-RPARPAR peptide binding to NRP-1, fluorescence polarization; inhibition, % at 25 µM; 360,000 tested, 0.85% active; AID 602438;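 active = inhibition or corrected inhibition above about 18%, plus a signal ratio from 0.5 to 1.5, limit read from the data, passing the limit was not always enough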; also: strong numbers were not always called active
Target sequence (O14786 whole entry, looked up): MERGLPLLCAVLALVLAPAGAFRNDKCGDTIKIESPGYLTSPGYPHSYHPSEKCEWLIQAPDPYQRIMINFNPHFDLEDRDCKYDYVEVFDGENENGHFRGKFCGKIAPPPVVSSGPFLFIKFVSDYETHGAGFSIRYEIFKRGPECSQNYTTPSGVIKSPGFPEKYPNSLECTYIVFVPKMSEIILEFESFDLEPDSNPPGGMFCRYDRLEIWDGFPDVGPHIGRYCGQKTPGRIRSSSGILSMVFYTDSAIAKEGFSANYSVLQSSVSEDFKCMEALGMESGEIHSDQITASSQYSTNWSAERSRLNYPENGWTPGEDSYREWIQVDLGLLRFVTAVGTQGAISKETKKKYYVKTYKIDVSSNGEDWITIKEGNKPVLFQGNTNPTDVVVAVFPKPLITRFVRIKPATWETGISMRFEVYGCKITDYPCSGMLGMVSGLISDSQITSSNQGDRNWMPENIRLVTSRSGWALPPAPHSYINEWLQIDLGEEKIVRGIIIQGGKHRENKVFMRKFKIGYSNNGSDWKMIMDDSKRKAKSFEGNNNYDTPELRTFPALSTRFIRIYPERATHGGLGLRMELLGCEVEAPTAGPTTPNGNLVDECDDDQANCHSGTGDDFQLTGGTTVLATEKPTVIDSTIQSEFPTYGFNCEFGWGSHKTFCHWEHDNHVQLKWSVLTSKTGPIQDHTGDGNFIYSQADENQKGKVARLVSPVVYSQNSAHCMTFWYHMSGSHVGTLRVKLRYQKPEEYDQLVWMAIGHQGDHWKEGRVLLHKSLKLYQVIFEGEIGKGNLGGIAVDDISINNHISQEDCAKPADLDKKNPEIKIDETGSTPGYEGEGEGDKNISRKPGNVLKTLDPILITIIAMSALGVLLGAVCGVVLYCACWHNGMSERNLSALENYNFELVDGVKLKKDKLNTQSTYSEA
eLon inh: inhibitors of E. coli Lon protease; AID 602123; purified E. coli Lon protease, fluorescence polarization; 360,000 tested, 0.42% active; P0A9M0; inhibition, % at 7.94 µM; in the data active = inhibition above about 13%, passing the limit was not always enough;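 also: 0% = enzyme with probe and DMSO and 100% = no enzyme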
FAS TE block: blocks the thioesterase domain of human fatty acid synthase | AID 602261 | 360,000 tested, 0.67% active | inhibition, % at 15 µM | recombinant FAS-TE, OMFH fluorogenic substrate, fluorescence endpoint;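 active = compounds whose normalised, plate-corrected inhibition of enzyme fluorescence in the single-dose primary screen is 50% or more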;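 also: 0% = DMSO with enzyme and 100% = substrate without enzyme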
TbMetRS inhib: Trypanosoma brucei MetRS inhibition. 360,000 tested, 0.4% active. purified T. brucei MetRS, ATP depletion, Kinase-Glo luminescence. inhibition, % at 11.9 µM;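 active = inhibition above a per-plate cutoff of the control wells' mean inhibition plus 3 SD, cut at about 5.5% in these data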;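 also: 0% = DMSO wells median and 100% = median of wells with control inhibitor compound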
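assay system = parasite MetRS enzyme | timing = 15 min preincubation, 2 h reaction, all 25 °C | evaluation = percent inhibition relative to median high and low control wells | medium = HEPES buffer containing pyrophosphatase, BSA, spermine, DTT | compound = single dose, 11.9 µM final nominal, 0.9% final DMSO | detection = Kinase-Glo luminescence, ATP depletion format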
MT1-MMP act inh: blocks activation of human MT1-MMP | HT1080 RFP-PRO-GFP cells, GFP/RFP ratio fluorescence, overnight; percent of plate control window, DMSO zero | 360,000 tested, 0.061% active | P50281 | AID 651647 | GFP/RFP ratio change, % at 20 µM;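 active = GFP/RFP ratio change of at least 30% with cell ATP level not reduced by more than half and red fluorescence within 50% of control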; also: strong numbers were not always called active
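Assay system – RFP-PRO-GFP reporter HT1080 cells · Compound dosing – single dose of 20 µM compound, 1% DMSO final · Incubation – overnight compound exposure at 37 °C · Measure – GFP/RFP fluorescence ratio · Benchmarks – DMSO wells and RFP-L50D-GFP cells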
MsrA inhibitor: inhibits bovine methionine sulfoxide reductase A | purified bovine MsrA, absorbance read-out | inhibition, % at 15.5 µM | 360,000 tested, 0.75% active | AID 651718; in the data active = inhibition above about 4.5%;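 also: 0% = vehicle wells with enzyme and 100% = reference inhibitor wells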
MLLE-PAM2 inh: blocks PAM2 peptide binding to the PABP1 MLLE domain | P11940 | GST-MLLE / FITC-PAM2 fluorescence polarization | inhibition, % at 20 µM | 360,000 tested, 0.36% active; in the data active = inhibition above about 35%, passing the limit was not always enough;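 also: plate controls were DMSO wells with GST-MLLE for no effect and wells lacking GST-MLLE protein for full effect; some results filed as inactive read as strong as hits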
bovine MsrA act: activates bovine MsrA enzyme. 360,000 tested, 0.3% active. activation, % at 10.6 µM. purified bovine MsrA, absorbance read-out. AID 602163; in the data active = activation above about 7.5%;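 also: 0% = vehicle and 100% = reference activator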
Active calls of the source: *; & = joins results of further samples. Hits appear at their usual frequency; any-hit rate near 4%.

What do the screens show for `Cc1cc(C)n2nc(C)c(-c3ccc(Cl)cc3)c2n1`?
SKN-1 inh: 18; NRP1-CendR mod: -4; eLon inh: 11; FAS TE block: 22; TbMetRS inhib: -0.6; MT1-MMP act inh: 4; MsrA inhibitor: 0.3; MLLE-PAM2 inh: -4; bovine MsrA act: -3

How did Nc1ccccc1Sc1ccc(C(=O)c2ccccc2C(=O)O)cc1[N+](=O)[O-] do in these assays?
SKN-1 inh: 12; NRP1-CendR mod: -4; eLon inh: -7; FAS TE block: 0; TbMetRS inhib: 0.1; MT1-MMP act inh: -5; MsrA inhibitor: 1.7; MLLE-PAM2 inh: 33; bovine MsrA act: -2

Results for COC(=O)c1nn(-c2ccccc2)c(Cl)c1/C=N/OCc1c(Cl)cccc1Cl ?
SKN-1 inh: 6; NRP1-CendR mod: -8; eLon inh: -5; FAS TE block: 13; TbMetRS inhib: -0.1; MT1-MMP act inh: -9; MsrA inhibitor: -0.4; MLLE-PAM2 inh: 6; bovine MsrA act: -3

How did CCOc1ccc(/C=N/NC(=O)C(C)N(c2ccc(OC)cc2)S(C)(=O)=O)cc1OCC (stereo unspecified) do in these assays?
SKN-1 inh: 7; NRP1-CendR mod: 0; eLon inh: 4; FAS TE block: -5; TbMetRS inhib: -0.4; MT1-MMP act inh: -2; MsrA inhibitor: 3.0; MLLE-PAM2 inh: -1; bovine MsrA act: -6

What do the screens show for `COc1ccc(NC(=O)c2ccco2)cc1S(=O)(=O)N1CCCCC1`?
SKN-1 inh: 21; NRP1-CendR mod: 0; eLon inh: -1; FAS TE block: -2; TbMetRS inhib: -0.2; MT1-MMP act inh: -1; MsrA inhibitor: 0.6; MLLE-PAM2 inh: -9; bovine MsrA act: -3

How did Cn1c(N)c(C(=O)COC(=O)CNS(=O)(=O)c2ccc(Cl)c(Cl)c2)c(=O)n(C)c1=O do in these assays?
SKN-1 inh: 2; NRP1-CendR mod: 4; eLon inh: -7; FAS TE block: -6; TbMetRS inhib: -0.8; MT1-MMP act inh: -2; MsrA inhibitor: 0.3; MLLE-PAM2 inh: -9; bovine MsrA act: -3

Results for COc1ccc(-c2nnc(SCC(=O)c3ccc[nH]3)o2)cc1 ?
SKN-1 inh: 9; NRP1-CendR mod: 0; eLon inh: -4; FAS TE block: -6; TbMetRS inhib: -0.9; MT1-MMP act inh: -7; MsrA inhibitor: -0.5; MLLE-PAM2 inh: -30; bovine MsrA act: -2

Results for O=C(N/N=C/c1ccsc1)c1cc(-c2ccncc2)nc2ccccc12 ?
SKN-1 inh: -12; NRP1-CendR mod: -12; eLon inh: -9; FAS TE block: -4; TbMetRS inhib: 0.6; MT1-MMP act inh: 5; MsrA inhibitor: 2.7; MLLE-PAM2 inh: 6; bovine MsrA act: -5

Results for OC(COc1cccc(OCC(O)CN2CCOCC2)c1)CN1CCOCC1 (stereo unspecified) ?
SKN-1 inh: -2&14; NRP1-CendR mod: 1&5; eLon inh: -11&-10; FAS TE block: -11&-7; TbMetRS inhib: -1.1&-0.6; MT1-MMP act inh: 3&9; MsrA inhibitor: -0.4&1.6; MLLE-PAM2 inh: -1&-6; bovine MsrA act: -5&-6

What do the screens show for `COc1ccc(-c2nc(CS(=O)CC(=O)NCc3ccco3)c(C)o2)cc1` (stereo unspecified)?
SKN-1 inh: -12; NRP1-CendR mod: -9; eLon inh: -1; FAS TE block: -10; TbMetRS inhib: 0.5; MT1-MMP act inh: -2; MsrA inhibitor: -0.4; MLLE-PAM2 inh: -14; bovine MsrA act: 0

How did CCCN(CCC)c1ccc(/C=N/NC(=O)CN2CCOCC2)cc1 do in these assays?
SKN-1 inh: 4; NRP1-CendR mod: 2; eLon inh: -5; FAS TE block: -4; TbMetRS inhib: 0.0; MT1-MMP act inh: -4; MLLE-PAM2 inh: -12; bovine MsrA act: -2

Results for CC1=C(C(=O)OC2CCCCCCC2)C(c2cc3c(cc2Br)OCO3)CC(=O)N1 (stereo unspecified) ?
SKN-1 inh: -5; NRP1-CendR mod: 6; eLon inh: 1; FAS TE block: 17; TbMetRS inhib: -0.7; MT1-MMP act inh: -14; MsrA inhibitor: 0.7; MLLE-PAM2 inh: -1; bovine MsrA act: -11

How did Cc1n[nH]c(C)c1CCc1nc2c3ccccc3nc(SCC(=O)Nc3ccccc3F)n2n1 do in these assays?
SKN-1 inh: 28; NRP1-CendR mod: -5; eLon inh: 1; FAS TE block: -1; TbMetRS inhib: -0.8; MT1-MMP act inh: 5; MsrA inhibitor: -0.2; MLLE-PAM2 inh: 2; bovine MsrA act: 2

What do the screens show for `O=C1Nc2ccccc2-c2nnnn2C1N1CCCCC1` (stereo unspecified)?
SKN-1 inh: 1; NRP1-CendR mod: 8; TbMetRS inhib: -0.5; MT1-MMP act inh: 2; MsrA inhibitor: 0.1

How did CS(=O)(=O)Nc1cccc(NC(=O)c2ccc(-c3ccc(F)c(F)c3)c3ccoc23)c1 do in these assays?
SKN-1 inh: 14; NRP1-CendR mod: -13; eLon inh: 3; FAS TE block: 14; TbMetRS inhib: 0.3; MT1-MMP act inh: 1; MsrA inhibitor: 0.1; MLLE-PAM2 inh: -10; bovine MsrA act: 0

How did O=C(Nc1ccc2oc(-c3ccc(F)cc3)nc2c1)c1ccccc1F do in these assays?
SKN-1 inh: 5; NRP1-CendR mod: -1; eLon inh: 0; FAS TE block: 0; TbMetRS inhib: -0.9; MT1-MMP act inh: 1; MsrA inhibitor: 1.1; MLLE-PAM2 inh: -3; bovine MsrA act: -2

Results for COc1cc(OC)c(C(=O)NCC(c2cccs2)N(C)C)cc1OC (stereo unspecified) ?
SKN-1 inh: 2; NRP1-CendR mod: -4; eLon inh: 2; FAS TE block: -3; TbMetRS inhib: 0.1; MT1-MMP act inh: -1; MLLE-PAM2 inh: 6; bovine MsrA act: -2

What do the screens show for `O=C(CSc1nnc(-c2ccccc2)o1)c1ccc2c(c1)OCCO2`?
SKN-1 inh: -14; NRP1-CendR mod: 0; eLon inh: 3; FAS TE block: 3; TbMetRS inhib: -2.2; MT1-MMP act inh: 4; MsrA inhibitor: -1.8; MLLE-PAM2 inh: -41; bovine MsrA act: -10

Results for Cc1cccc(CC(=O)NCCn2c(C)cc3ccccc32)c1 ?
SKN-1 inh: 38*; NRP1-CendR mod: 3; eLon inh: 5; FAS TE block: -3; TbMetRS inhib: 0.1; MT1-MMP act inh: 14; MsrA inhibitor: -0.6; MLLE-PAM2 inh: 5; bovine MsrA act: 0

Results for COc1ccc([C@H]2C[C@H](n3cc(COC(=O)c4ccccc4)nn3)[C@@H](O)CN2C(=O)C2CCCCC2)cc1 ?
SKN-1 inh: 0; NRP1-CendR mod: -14; eLon inh: -10; FAS TE block: -4; TbMetRS inhib: -0.1; MT1-MMP act inh: 4; MsrA inhibitor: 1.6; MLLE-PAM2 inh: 12; bovine MsrA act: -9

Results for C/C(CC(=O)Nc1ccc(Cl)c(Cl)c1)=N\NC(=O)C(=O)N1CCCCC1 ?
SKN-1 inh: 1; NRP1-CendR mod: 0; eLon inh: -2; FAS TE block: 0; TbMetRS inhib: -0.5; MT1-MMP act inh: 2; MsrA inhibitor: -1.2; MLLE-PAM2 inh: 0; bovine MsrA act: -1

What do the screens show for `CCCCn1c(C)csc1=Nc1cccnc1`?
SKN-1 inh: 17; NRP1-CendR mod: 2; eLon inh: -10; FAS TE block: -9; TbMetRS inhib: -0.6; MT1-MMP act inh: 0; MsrA inhibitor: 0.8; MLLE-PAM2 inh: -5; bovine MsrA act: -3

Results for CC[C@]1(O)CC2CN(CCc3c([nH]c4ccccc34)[C@@](C(=O)OC)(c3cc4c(cc3OC)N(C=O)[C@H]3[C@@](O)(C(=O)OC)[C@H](OC(C)=O)[C@]5(CC)C=CCN6CC[C@]43[C@@H]65)C2)C1 (stereo partly specified) ?
SKN-1 inh: 1; NRP1-CendR mod: -12; eLon inh: -6; FAS TE block: -6; TbMetRS inhib: -2.3; MT1-MMP act inh: 11; MsrA inhibitor: 1.9; MLLE-PAM2 inh: -16; bovine MsrA act: -13

How did Cc1ccc(NC(=O)CSc2nc3ccccc3c(=O)n2CCCC(=O)N2CCCC2)cc1 do in these assays?
SKN-1 inh: 8; NRP1-CendR mod: 13; eLon inh: -6; FAS TE block: 3; TbMetRS inhib: -0.2; MT1-MMP act inh: -2; MsrA inhibitor: 0.0; MLLE-PAM2 inh: 12; bovine MsrA act: -2

How did COc1ccc(NC(=O)CSCc2cc(=O)n3cc(C)sc3n2)cc1 do in these assays?
SKN-1 inh: -5; NRP1-CendR mod: 14; eLon inh: 4; FAS TE block: -10; TbMetRS inhib: -1.0; MT1-MMP act inh: 0; MsrA inhibitor: -0.6; MLLE-PAM2 inh: 6; bovine MsrA act: -8

Among those listed so far, these have an aryl thioether with sulfur outside any ring.
How did Nc1ccccc1Sc1ccc(C(=O)c2ccccc2C(=O)O)cc1[N+](=O)[O-] do in these assays?
SKN-1 inh: 12; NRP1-CendR mod: -4; eLon inh: -7; FAS TE block: 0; TbMetRS inhib: 0.1; MT1-MMP act inh: -5; MsrA inhibitor: 1.7; MLLE-PAM2 inh: 33; bovine MsrA act: -2

Results for COc1ccc(-c2nnc(SCC(=O)c3ccc[nH]3)o2)cc1 ?
SKN-1 inh: 9; NRP1-CendR mod: 0; eLon inh: -4; FAS TE block: -6; TbMetRS inhib: -0.9; MT1-MMP act inh: -7; MsrA inhibitor: -0.5; MLLE-PAM2 inh: -30; bovine MsrA act: -2

How did Cc1n[nH]c(C)c1CCc1nc2c3ccccc3nc(SCC(=O)Nc3ccccc3F)n2n1 do in these assays?
SKN-1 inh: 28; NRP1-CendR mod: -5; eLon inh: 1; FAS TE block: -1; TbMetRS inhib: -0.8; MT1-MMP act inh: 5; MsrA inhibitor: -0.2; MLLE-PAM2 inh: 2; bovine MsrA act: 2

What do the screens show for `O=C(CSc1nnc(-c2ccccc2)o1)c1ccc2c(c1)OCCO2`?
SKN-1 inh: -14; NRP1-CendR mod: 0; eLon inh: 3; FAS TE block: 3; TbMetRS inhib: -2.2; MT1-MMP act inh: 4; MsrA inhibitor: -1.8; MLLE-PAM2 inh: -41; bovine MsrA act: -10

How did Cc1ccc(NC(=O)CSc2nc3ccccc3c(=O)n2CCCC(=O)N2CCCC2)cc1 do in these assays?
SKN-1 inh: 8; NRP1-CendR mod: 13; eLon inh: -6; FAS TE block: 3; TbMetRS inhib: -0.2; MT1-MMP act inh: -2; MsrA inhibitor: 0.0; MLLE-PAM2 inh: 12; bovine MsrA act: -2
